Assay outcomes deposited in PubChem by several laboratories.
TRPC4 block: blocks the mouse TRPC4 cation channel; HEK293 TRPC4beta/mu-opioid, DAMGO-evoked Fluo4 calcium flux; hits give low values; Q9QUQ5; AID 2247; 300,000 tested, 0.39% active; B-score at 10 µM;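 active means B-score over 3 SD under the library average, no early fluorescence shift, positive overall ratio signal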
Target sequence (Q9QUQ5 whole entry, looked up): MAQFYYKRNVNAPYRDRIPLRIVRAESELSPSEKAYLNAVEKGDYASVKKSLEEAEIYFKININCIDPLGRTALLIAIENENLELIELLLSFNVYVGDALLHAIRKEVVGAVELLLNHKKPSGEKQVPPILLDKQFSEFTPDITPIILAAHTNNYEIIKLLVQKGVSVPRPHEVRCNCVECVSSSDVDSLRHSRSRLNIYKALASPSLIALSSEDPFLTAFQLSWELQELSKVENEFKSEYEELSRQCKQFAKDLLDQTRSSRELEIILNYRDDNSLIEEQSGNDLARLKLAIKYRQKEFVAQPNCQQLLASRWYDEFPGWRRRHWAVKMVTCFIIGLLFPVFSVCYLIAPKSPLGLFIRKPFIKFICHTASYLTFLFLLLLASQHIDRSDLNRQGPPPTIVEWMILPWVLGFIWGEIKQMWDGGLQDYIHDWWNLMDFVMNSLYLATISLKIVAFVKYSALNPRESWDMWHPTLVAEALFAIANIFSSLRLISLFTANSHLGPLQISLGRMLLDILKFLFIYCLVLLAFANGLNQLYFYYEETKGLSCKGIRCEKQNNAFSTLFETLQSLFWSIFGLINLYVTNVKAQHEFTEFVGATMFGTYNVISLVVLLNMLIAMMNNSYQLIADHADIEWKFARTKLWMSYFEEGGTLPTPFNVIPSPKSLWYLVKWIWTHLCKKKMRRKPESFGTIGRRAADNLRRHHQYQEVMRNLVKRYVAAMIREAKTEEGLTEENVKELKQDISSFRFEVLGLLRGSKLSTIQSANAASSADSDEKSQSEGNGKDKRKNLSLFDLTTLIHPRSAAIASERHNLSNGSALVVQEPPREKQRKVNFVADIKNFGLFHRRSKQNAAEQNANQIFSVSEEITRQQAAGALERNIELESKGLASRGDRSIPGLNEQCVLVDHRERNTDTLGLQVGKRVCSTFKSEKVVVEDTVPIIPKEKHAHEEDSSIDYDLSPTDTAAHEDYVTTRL
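test system = HEK293 cells with stable TRPC4beta plus mu-opioid receptor expression | detection = Fluo4 Ca2+ flux fluorescence | read-out = integrated fluorescence ratio relative to baseline, converted to per-well B score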
Platelet DG rel: platelet dense granule release activity | AID 1663 | inhibition, %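 (compounds screened at 7.5 µM in platelet-rich plasma)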 | human platelet-rich plasma, SFLLRN dense granule ATP release, luminescence | 300,000 tested, 0.22% active;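 active means mean replicate score, as percent of positive control, at or above 50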
HIF act: HIF pathway transcriptional activation; AID 1910; U2OS HRE-luciferase reporter, luminescence; normalized: DMSO 0%, desferrioxamine 100%; activation, % at 7.5 µM (by protocol); 300,000 tested, 0.32% active;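 active means mean activation of at least 10% of the iron chelator positive control signal, with at least half of replicates also reaching 10%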
MrgX1 ag: human MrgX1 receptor agonism, primary screen. Q96LB2. MrgX1-HEK293 cells, Fluo-4 calcium fluorescence, agonist mode; hits give high values. B-score at 10 µM. 310,000 tested, 0.44% active. AID 588627;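 active means calcium response B-score plate-corrected fluorescence ratio at least 3 library SD, with starting fluorescence B-score inside 5 SD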
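times = overnight plating, then 30 min 37 °C plus 30 min room-temperature dye loading | assay system = stable human MrgX1 HEK293 cell line | input = fifteen thousand cells per well | signal = kinetic calcium dye fluorescence, Fluo-4 NW | dosing = compound delivered in addition one of three | read-out = B-scored fluorescence response ratio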
MrgX1 antag: human MrgX1 receptor antagonism, primary screen. MRGX1-HEK293 calcium flux, Fluo-4, BAM8-22 antagonism; hits give low values. AID 588676. 310,000 tested, 1.3% active. Q96LB2. B-score at 10 µM;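 active means calcium-response B-score plate-corrected more than 3 library SD below zero, starting fluorescence within 5 deviations, no agonist response on first addition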;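 further: peak minus trough fluorescence over baseline after final BAM8-22 challenge near maximal dose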
TRPC6 act: activators of mouse TRPC6 channel. Q61143. HEK293-TRPC6 membrane potential dye fluorescence; hits give high values. B-score at 10 µM. 310,000 tested, 0.13% active. AID 2550;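 active means B-score of the integrated fluorescence ratio above library mean plus 3 SD, and starting fluorescence ratio within library mean plus 5 SD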;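 further: higher score means more depolarization so channel activation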
MrgX1 allo act: allosterically activates human MrgX1 receptor signaling; MrgX1-HEK293, Fluo-4 calcium flux, FDSS; hits give high values; Q96LB2; B-score at 10 µM; 310,000 tested, 0.63% active;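 active means plate-corrected calcium response at least 3 library SD above typical, normal starting fluorescence, not activating the receptor alone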;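 further: compound read alongside a low EC10 to EC30 dose of BAM8-22 agonist; peak minus trough fluorescence over baseline measured at the second addition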
RGS4 block: inhibitors of human RGS4 | P49798 | HEK293 M3R/RGS4 inducible, Fluo-4 calcium flux; hits give high values; triggered by carbachol at its EC20 | B-score at 10 µM | 310,000 tested, 0.45% active | AID 463165;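 active means B-score, a plate-corrected calcium signal, over three deviations above library mean, with baseline fluorescence within five deviations of library mean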;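 further: RGS4 expression induced by doxycycline in cells with stable M3 receptor; B-score is computed from the integrated fluorescence ratio over baseline after carbachol; higher B-score means a larger calcium signal and so more RGS4 inhibition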
TRPC6 inhibitor: blocks the mouse TRPC6 cation channel; Q61143; HEK293-TRPC6, membrane potential dye, ACh-evoked depolarization; hits give low values; B-score at 10 µM; 310,000 tested, 1.1% active;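 active means B-score under library mean minus 3 SD, initial fluorescence not abnormally high, positive integrated signal ratio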;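 further: B-score derived from integrated fluorescence ratio over the kinetic read; more negative B-score means stronger inhibition of depolarization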
RGS4 act: RGS4 potentiation or activation; HEK293 M3R/inducible RGS4, carbachol calcium flux Fluo4; hits give low values; B-score at 10 µM; 310,000 tested, 0.92% active; AID 463111;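 active means B-score of the integrated calcium signal more than 4 SD below the library mean, with starting fluorescence not abnormally high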;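 further: negative B-score means reduced calcium response which marks RGS4 activation or potentiation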
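Reagent: ECmax carbachol challenge; Test system: M3R-expressing HEK293 line, RGS4 induced by doxycycline; Schedule: overnight RGS4 induction, 30 min dye load 37 °C, 20 min compound RT; Detection: calcium dye Fluo4 fluorescence; Read-out: Agonist-evoked peak-minus-minimum fluorescence over baseline, integrated ratio, B score.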
SKKanGAS inh: SKKanGAS growth inhibition | S. pyogenes SKKanGAS, kanamycin growth, BacTiter-Glo, 6 h | inhibition, % at 7.5 µM | 300,000 tested, 1.3% active | AID 1662;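 active means mean replicate score, as percent of positive control median, at least 50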;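 further: strain carries kanamycin resistance gene driven by streptokinase promoter and grows in 40 µg/ml kanamycin; loss of luminescence reflects streptokinase promoter inhibition or plain growth inhibition; 0% = median of DMSO wells and 100% = positive control at its reference dose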
* marks the source's active call; other numbers are inactive results. No enrichment for hits; overall some 6.1% were active at least once.

Results for Cc1cc(C(=O)N2CCc3ccccc3C2)on1 ?
TRPC4 block: inactive; Platelet DG rel: 20.4; HIF act: 0.5; MrgX1 ag: inactive; MrgX1 antag: inactive; TRPC6 act: inactive; MrgX1 allo act: inactive; RGS4 block: inactive; TRPC6 inhibitor: inactive; RGS4 act: inactive; SKKanGAS inh: -1.0

How did COc1ccc(N2CCN(C(=O)COC(=O)c3ccccc3OCc3ccc(F)cc3)CC2)cc1 do in these assays?
TRPC4 block: inactive; Platelet DG rel: -0.2; HIF act: 0.2; MrgX1 ag: inactive; MrgX1 antag: inactive; TRPC6 act: inactive; MrgX1 allo act: inactive; RGS4 block: inactive; TRPC6 inhibitor: inactive; RGS4 act: inactive; SKKanGAS inh: 3.3

What do the screens show for `O=C(Nc1cccc(-c2nc3ncccc3o2)c1)c1ccccc1`?
TRPC4 block: inactive; Platelet DG rel: 2.9; HIF act: 0.7; MrgX1 ag: inactive; MrgX1 antag: inactive; TRPC6 act: inactive; MrgX1 allo act: inactive; RGS4 block: inactive; TRPC6 inhibitor: inactive; RGS4 act: inactive; SKKanGAS inh: 2.2

What do the screens show for `CC(/C=N/n1c(-c2ccccc2)n[nH]c1=S)=C\c1ccco1`?
TRPC4 block: inactive; Platelet DG rel: 13.3; HIF act: -0.4; MrgX1 ag: inactive; MrgX1 antag: inactive; TRPC6 act: inactive; MrgX1 allo act: inactive; RGS4 block: inactive; TRPC6 inhibitor: inactive; RGS4 act: -7.21*; SKKanGAS inh: 15.9

Results for O=C(CCNS(=O)(=O)c1cccc2nsnc12)NC1CCN(Cc2ccccc2)CC1 ?
TRPC4 block: inactive; Platelet DG rel: 1.6; HIF act: -1.2; MrgX1 ag: inactive; MrgX1 antag: inactive; TRPC6 act: inactive; MrgX1 allo act: inactive; RGS4 block: inactive; TRPC6 inhibitor: inactive; RGS4 act: inactive; SKKanGAS inh: -0.1

Results for CC(=O)N1CCc2cc(S(=O)(=O)NC(CC(C)C)C(=O)N3CCn4c3nc3ccccc34)ccc21 (centres undefined) ?
TRPC4 block: inactive; Platelet DG rel: 1.1; HIF act: -0.2; MrgX1 ag: inactive; MrgX1 antag: inactive; TRPC6 act: inactive; MrgX1 allo act: inactive; RGS4 block: inactive; TRPC6 inhibitor: inactive; RGS4 act: inactive; SKKanGAS inh: -8.9

Results for CCCCN(C)CCN1C(=O)C2C(C(=O)Nc3ccc(Cl)cc3)C3C=CC2(O3)C1C(=O)NC1CCCCC1 (centres undefined) ?
TRPC4 block: inactive; Platelet DG rel: 10.2; HIF act: -0.6; MrgX1 ag: inactive; MrgX1 antag: inactive; TRPC6 act: inactive; MrgX1 allo act: inactive; RGS4 block: inactive; TRPC6 inhibitor: inactive; RGS4 act: inactive; SKKanGAS inh: -10.2

How did CC(=O)c1sc(NC(=O)CSC(C)C(=O)Nc2cc(C)on2)nc1-c1ccccc1 (centres undefined) do in these assays?
TRPC4 block: inactive; Platelet DG rel: 2.6; HIF act: 0.1; MrgX1 ag: inactive; MrgX1 antag: inactive; TRPC6 act: inactive; MrgX1 allo act: inactive; RGS4 block: inactive; TRPC6 inhibitor: inactive; RGS4 act: inactive; SKKanGAS inh: 1.8

How did Cc1ccc(C(=O)O)cc1S(=O)(=O)NCC1CCCO1 (centres undefined) do in these assays?
TRPC4 block: inactive; Platelet DG rel: 2.4; HIF act: 0.3; MrgX1 ag: inactive; MrgX1 antag: inactive; TRPC6 act: inactive; MrgX1 allo act: inactive; RGS4 block: inactive; TRPC6 inhibitor: inactive; RGS4 act: inactive; SKKanGAS inh: 1.0

Results for Cn1nc2c3ccccc3n(Cc3ccc(F)cc3)c2nc1=S ?
TRPC4 block: inactive; Platelet DG rel: 26.8; HIF act: -0.4; MrgX1 ag: inactive; MrgX1 antag: inactive; TRPC6 act: inactive; MrgX1 allo act: inactive; RGS4 block: inactive; TRPC6 inhibitor: inactive; RGS4 act: inactive; SKKanGAS inh: 1.5

What do the screens show for `CC(O)[C@H]1CN=C(N)N1CC1CCCCC1` (some centres undefined)?
TRPC4 block: inactive; Platelet DG rel: -1.3; HIF act: 0.1; MrgX1 ag: inactive; MrgX1 antag: inactive; TRPC6 act: inactive; MrgX1 allo act: inactive; RGS4 block: inactive; TRPC6 inhibitor: inactive; RGS4 act: inactive; SKKanGAS inh: 3.4

How did COc1ccc(OC(=O)c2ccc(Cl)cc2)c(C(C)=O)c1 do in these assays?
TRPC4 block: inactive; Platelet DG rel: -6.2; HIF act: 2.1; MrgX1 ag: inactive; MrgX1 antag: inactive; TRPC6 act: inactive; MrgX1 allo act: inactive; RGS4 block: inactive; TRPC6 inhibitor: inactive; RGS4 act: inactive; SKKanGAS inh: -3.0

How did Cc1oc(C(N)=O)cc1COc1ccc(C(N)=O)cc1 do in these assays?
TRPC4 block: inactive; Platelet DG rel: 12.6; HIF act: -0.6; MrgX1 ag: inactive; MrgX1 antag: inactive; TRPC6 act: inactive; MrgX1 allo act: inactive; RGS4 block: inactive; TRPC6 inhibitor: inactive; RGS4 act: inactive; SKKanGAS inh: 0.1

What do the screens show for `Cc1ccc(CNC(=O)C2CC(c3ccccc3C(F)(F)F)=NO2)cc1` (centres undefined)?
TRPC4 block: inactive; Platelet DG rel: 0.9; HIF act: -1.8; MrgX1 ag: inactive; MrgX1 antag: inactive; TRPC6 act: inactive; MrgX1 allo act: inactive; RGS4 block: inactive; TRPC6 inhibitor: inactive; RGS4 act: inactive; SKKanGAS inh: 3.9

What do the screens show for `Cc1cc(C)cc(C(=O)Nc2cccnc2)c1`?
TRPC4 block: inactive; Platelet DG rel: -0.3; HIF act: -0.2; MrgX1 ag: inactive; MrgX1 antag: inactive; TRPC6 act: inactive; MrgX1 allo act: inactive; RGS4 block: inactive; TRPC6 inhibitor: inactive; RGS4 act: inactive; SKKanGAS inh: 5.6

How did COc1ccc([N+](=O)[O-])cc1Nc1ncnc2ccccc12 do in these assays?
TRPC4 block: inactive; Platelet DG rel: 13.1; HIF act: 0.2; MrgX1 ag: inactive; MrgX1 antag: inactive; TRPC6 act: inactive; MrgX1 allo act: inactive; RGS4 block: inactive; TRPC6 inhibitor: inactive; RGS4 act: inactive; SKKanGAS inh: -3.7

Results for Cc1cc(Nc2ccc([N+](=O)[O-])cc2)nc2ccccc12 ?
TRPC4 block: inactive; Platelet DG rel: -2.1; HIF act: 0.0; MrgX1 ag: inactive; MrgX1 antag: inactive; TRPC6 act: inactive; MrgX1 allo act: inactive; RGS4 block: inactive; TRPC6 inhibitor: inactive; RGS4 act: inactive; SKKanGAS inh: 1.7

How did Cc1cc(Br)cc(C)c1OCC(=O)NNC(=O)c1cccs1 do in these assays?
TRPC4 block: inactive; Platelet DG rel: 15.7; HIF act: 0.1; MrgX1 ag: inactive; MrgX1 antag: inactive; TRPC6 act: inactive; MrgX1 allo act: inactive; RGS4 block: inactive; TRPC6 inhibitor: inactive; RGS4 act: inactive; SKKanGAS inh: -2.6

Results for CC(C)c1nnc(NC(=O)c2sc3ccccc3c2Cl)s1 ?
TRPC4 block: inactive; Platelet DG rel: 10.0; HIF act: 1.6; MrgX1 ag: inactive; MrgX1 antag: inactive; TRPC6 act: inactive; MrgX1 allo act: inactive; RGS4 block: 4.78*; TRPC6 inhibitor: inactive; RGS4 act: inactive; SKKanGAS inh: 27.1

Results for CCOc1cc(N2CCOCC2)c(OCC)cc1NC(=O)c1oc2ccccc2c1C ?
TRPC4 block: inactive; Platelet DG rel: 1.8; HIF act: -0.3; MrgX1 ag: inactive; MrgX1 antag: inactive; TRPC6 act: inactive; MrgX1 allo act: inactive; RGS4 block: inactive; TRPC6 inhibitor: inactive; RGS4 act: inactive; SKKanGAS inh: -6.9

How did CC/C(=N/Nc1ccccc1)c1cnnc(SC)n1 do in these assays?
TRPC4 block: inactive; Platelet DG rel: 5.6; HIF act: -0.6; MrgX1 ag: inactive; MrgX1 antag: inactive; TRPC6 act: inactive; MrgX1 allo act: inactive; RGS4 block: inactive; TRPC6 inhibitor: inactive; RGS4 act: inactive; SKKanGAS inh: -10.0

What do the screens show for `O=C(NCCN1CCOCC1)c1ccc2c(c1)N(Cc1ccccc1)C(=O)CS2`?
TRPC4 block: inactive; Platelet DG rel: 18.7; HIF act: 0.5; MrgX1 ag: inactive; MrgX1 antag: inactive; TRPC6 act: inactive; MrgX1 allo act: inactive; RGS4 block: inactive; TRPC6 inhibitor: inactive; RGS4 act: inactive; SKKanGAS inh: 4.1

How did C=CCOc1ccccc1CN1CCN(CCc2ccccc2)C(CCO)C1 (centres undefined) do in these assays?
TRPC4 block: inactive; Platelet DG rel: 0.0; HIF act: -0.5; MrgX1 ag: inactive; MrgX1 antag: inactive; TRPC6 act: inactive; MrgX1 allo act: inactive; RGS4 block: inactive; TRPC6 inhibitor: inactive; RGS4 act: inactive; SKKanGAS inh: 4.2

How did COc1ccc(Cn2cccc(NC(=O)Nc3cccc(C#N)c3)c2=O)cc1 do in these assays?
TRPC4 block: inactive; Platelet DG rel: -0.7; HIF act: -0.5; MrgX1 ag: inactive; MrgX1 antag: inactive; TRPC6 act: inactive; MrgX1 allo act: inactive; RGS4 block: inactive; TRPC6 inhibitor: inactive; RGS4 act: inactive; SKKanGAS inh: 9.0

How did COc1cc(/C=C/C2=CC(C)(C)NC(=S)N2)cc(OC)c1OC do in these assays?
TRPC4 block: inactive; Platelet DG rel: 2.0; HIF act: 0.2; MrgX1 ag: inactive; MrgX1 antag: inactive; TRPC6 act: inactive; MrgX1 allo act: inactive; RGS4 block: inactive; TRPC6 inhibitor: inactive; RGS4 act: inactive; SKKanGAS inh: -1.1

What do the screens show for `CCN(CC)C(=O)Cn1nc(C)c2ccccc2c1=O`?
TRPC4 block: inactive; Platelet DG rel: 4.5; HIF act: -0.2; MrgX1 ag: inactive; MrgX1 antag: inactive; TRPC6 act: inactive; MrgX1 allo act: inactive; RGS4 block: inactive; TRPC6 inhibitor: inactive; RGS4 act: inactive; SKKanGAS inh: 11.1

Results for COc1cccc2c1Oc1ncccc1N(C(=O)CCC(=O)NCc1ccccc1)C2 ?
TRPC4 block: inactive; Platelet DG rel: -5.8; HIF act: 2.8; MrgX1 ag: inactive; MrgX1 antag: inactive; TRPC6 act: inactive; MrgX1 allo act: inactive; RGS4 block: inactive; TRPC6 inhibitor: inactive; RGS4 act: inactive; SKKanGAS inh: 3.4
